CHO parental Ca – counter-screen: ATP calcium response change in parental CHO cells | parental CHO-K1, ATP-induced calcium, Fluo-8 fluorescence | inhibition, % at 5.6 µM | 330,000 tested, 0.63% active | AID 463079;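 active = inhibition above that plate's mean sample inhibition plus 3 SD, cut at about 26% in these data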;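 note: 0% = ATP-challenged DMSO wells and 100% = DMSO wells without ATP; some compounds past the cut are filed as inactive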
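Assay system – parental CHO cells · Reagent – ATP stimulus · Detection – intracellular calcium via Fluo-8 no-wash fluorescent dye · Evaluation – percent inhibition of ATP-evoked calcium rise, normalized to controls · Controls – ATP wells versus no-ATP DMSO wells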
CHO-K1 Ca antag – M1 antagonist counterscreen hit in parental CHO-K1 cells | 360,000 tested, 0.6% active | ATP-induced calcium, Fluo-8 fluorescence | AID 602250 | inhibition, % at 3 µM;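 active = inhibition above a per-plate cutoff, the plate's mean sample inhibition plus 3 SD, cut at about 24% in these data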;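 note: 0% = DMSO plus EC80 ATP and 100% = DMSO alone without ATP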
CHRM4 agonist – CHRM4 agonism in calcium assay; P08173; activation, % at 3 µM; CHO-K1 hM4/Gqi5, Fluo-8 calcium fluorescence; vehicle 0%, full acetylcholine response 100%; 360,000 tested, 0.14% active;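 active = activation above the run mean over all test wells plus 3 SD, cut at about 32% in these data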;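 note: peak over basal fluorescence ratio per well then scaled between controls; 0% = DMSO wells and 100% = acetylcholine at EC100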
Target sequence (P08173 whole entry, looked up): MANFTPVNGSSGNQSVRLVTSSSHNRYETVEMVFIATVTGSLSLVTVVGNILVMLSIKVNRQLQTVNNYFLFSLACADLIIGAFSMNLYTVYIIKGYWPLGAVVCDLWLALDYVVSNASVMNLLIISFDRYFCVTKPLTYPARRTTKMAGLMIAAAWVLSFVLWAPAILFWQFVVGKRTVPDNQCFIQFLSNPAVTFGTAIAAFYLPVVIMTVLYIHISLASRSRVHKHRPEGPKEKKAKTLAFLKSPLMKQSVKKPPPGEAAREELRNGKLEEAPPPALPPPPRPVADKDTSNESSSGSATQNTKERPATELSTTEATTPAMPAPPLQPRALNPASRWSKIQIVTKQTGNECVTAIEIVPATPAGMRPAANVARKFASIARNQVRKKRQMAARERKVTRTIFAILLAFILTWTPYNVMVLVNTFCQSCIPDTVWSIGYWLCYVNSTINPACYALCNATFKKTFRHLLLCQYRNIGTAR
M1 antag – human CHRM1 antagonism; P11229; CHO-K1 hM1, Fluo-8 calcium fluorescence, ACh EC80 antagonist; inhibition, % at 3 µM; 360,000 tested, 1.3% active;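 active = percent inhibition above its own plate's cutoff, namely the mean of that plate's compound wells plus 3 SD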;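 note: peak over basal fluorescence ratio during 140 s after agonist addition; 0% = ACh EC80 plus DMSO and 100% = DMSO alone without agonist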
OXTR potentiate – human OXTR potentiation; P30559; CHO-OTR cells, Fluo-8 calcium fluorescence, potentiator mode; 0% = oxytocin EC15, 100% = EC100; activation, % at 3 µM; 320,000 tested, 0.061% active;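 active = activation above that plate's cutoff, the mean activation of tested compounds plus 3 SD, cut at about 6.6% in these data, passing the limit was not always enough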;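 note: 100% uses oxytocin at 75 nM as the full agonist control; some results filed as inactive read as strong as hits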
Target sequence (P30559 whole entry, looked up): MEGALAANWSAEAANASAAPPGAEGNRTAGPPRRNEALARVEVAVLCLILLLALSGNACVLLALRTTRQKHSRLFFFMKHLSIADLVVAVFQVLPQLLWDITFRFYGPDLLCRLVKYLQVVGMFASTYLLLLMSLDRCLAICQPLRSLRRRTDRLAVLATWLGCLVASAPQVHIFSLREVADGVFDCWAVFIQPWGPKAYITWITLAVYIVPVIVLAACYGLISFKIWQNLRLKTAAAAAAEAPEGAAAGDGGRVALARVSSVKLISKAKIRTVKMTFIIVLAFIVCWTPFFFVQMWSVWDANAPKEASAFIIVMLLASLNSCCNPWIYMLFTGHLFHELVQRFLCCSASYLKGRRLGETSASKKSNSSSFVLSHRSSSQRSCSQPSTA
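Assay system: CHO-OTR cells, human receptor / Also added: oxytocin at about EC15, sub-maximal agonist stimulus / Dosing: single dose, 3.0 µM nominal final compound concentration / Incubation: 6 min pre-incubation, 100 s read / Technique: Fluo-8 calcium dye fluorescence / Read-out: % activation vs EC15 and EC100 oxytocin / Benchmarks: EC15 oxytocin low, 75 nM oxytocin high / Replicates: singlicate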
M4 antag – antagonists of human muscarinic M4 receptor (CHRM4) | AID 624125 | CHO-hM4 cells, ACh EC80, Fluo-8 calcium fluorescence | P08173 | inhibition, % at 3 µM | 360,000 tested, 0.73% active;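 active = inhibition above its plate's cutoff, the mean inhibition of sample wells plus 3 SD, cut at about 27% in these data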;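 note: 0% = acetylcholine EC80 with DMSO and 100% = DMSO without agonist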
M1 ag parental – counter-screen for M1 agonists: effect in parental CHO-K1 cells | Fluo-8 calcium fluorescence; scaled to maximal ATP response, vehicle zero | activation, % at 3 µM | 360,000 tested, 0.48% active; in the data active = activation above about 15%;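 note: untransfected CHO-K1 host cells lacking M1 receptor as counterscreen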
M1 ag – human M1 muscarinic receptor agonism; CHO-K1 hM1, Fluo-8 calcium fluorescence, agonist mode; 0% DMSO, 100% acetylcholine EC100; 360,000 tested, 0.33% active; P11229; activation, % at 3 µM;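 active = activation above the run's mean compound activation plus 3 SD, cut at about 16% in these data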;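 note: peak over basal fluorescence ratio within a 140 s kinetic read after compound addition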
M1 PAM – positive allosteric modulators of human M1 muscarinic receptor. 360,000 tested, 0.088% active. activation, % at 3 µM. AID 588819. CHO-K1 hM1, Fluo-8 calcium fluorescence, ACh EC20; 0% = ACh EC20, 100% = maximal ACh; in the data active = activation above about 19%, passing the limit was not always enough
Starred values were filed as active, the others as inactive; nt = not tested or not shown.

SMILES | CHO parental Ca | CHO-K1 Ca antag | CHRM4 agonist | M1 antag | OXTR potentiate | M4 antag | M1 ag parental | M1 ag | M1 PAM
COc1ccc(C(=O)NC2CCN(C(=S)Nc3ccccc3C)CC2)cc1 | 3 | -1 | 0 | -10 | -6 | 2 | 0.0 | -6 | 11
O=C(Nc1ccccn1)C12CC3CC(C1)CC(C(=O)Nc1ccccn1)(C3)C2 | -5 | -17 | 1 | -10 | 0 | 13 | 1.9 | 0 | 10
Cn1c(CO)cnc1SCC(=O)c1ccc(Cl)cc1 | -13 | -5 | 0 | -4 | -8 | -4 | 0.0 | -8 | 8
O=C(OCCCCN1C(=O)c2ccccc2C1=O)c1n[nH]c2ccccc12 | -13 | 5 | 7 | 3 | -6 | 12 | 3.9 | -3 | 3
CCCCCCCCCc1nc2sc3c(c2c(=O)n1NC(=O)c1ccc([N+](=O)[O-])cc1)CC(C)(C)OC3 | -3 | -4 | 4 | -5 | -9 | -10 | 3.1 | -4 | 3
N#CCC(=O)Nc1ccc(C(=O)OCC(=O)c2ccc3c(c2)OCO3)cc1 | 3 | -2 | 2 | -1 | -14 | 7 | 0.3 | 2 | 5
Cc1nc2cc(Cl)ccc2c(=O)n1Cc1ccncc1 | -5 | -14 | 1 | -11 | 3 | -1 | 1.9 | -4 | 5
N#C/C(=C(/O)COC(=O)COc1ccc(Cl)cc1)c1nc2ccccc2[nH]1 | -1 | -1 | 5 | -5 | 0 | -7 | 1.9 | -4 | 8
CC(C)OC(=O)Nc1ccc2c(c1)N(C(=O)CCN1CCOCC1)c1ccccc1CC2 | -23 | -6 | 1 | 11 | 5 | -6 | 1.2 | -7 | -2
COc1ccc(NS(=O)(=O)c2cc3c(cc2C)NC(=O)CO3)c(OC)c1 | 1 | -10 | 4 | -14 | -9 | -11 | 0.9 | 2 | 5
Cc1cc(C(=O)CN2C(=O)NC3(CCCc4sccc43)C2=O)c(C)n1-c1ccccc1 (stereo not given) | -10 | 4 | 0 | 0 | -9 | 1 | 0.6 | -2 | 1
O=C(COc1ccccc1Cl)NCCNC(=O)c1ccccn1 | -2 | 20 | 0 | -6 | -3 | 3 | -0.2 | -3 | 12
CCc1nc2ccc(C(=O)NCCN3CCOCC3)cn2c1N(C)Cc1ccc(OC)cc1 | nt | -6 | 3 | 19 | nt | 12 | 1.5 | -8 | -9
C[C@]12c3[nH]c4cc(-c5ccco5)ccc4c3CCN1C(=O)[C@@H](CC(=O)NCC13CC4CC(CC(C4)C1)C3)C[C@@H]2C(=O)N1CCCCC1 | -31 | 7 | 0 | -18 | nt | 12 | -0.1 | -4 | 6
O=C(OC(C(=O)NCc1ccco1)C(OC(=O)c1ccccc1)C(=O)NCc1ccco1)c1ccccc1 (stereo not given) | -5 | 3 | 0 | 1 | -6 | 3 | -0.1 | -2 | 4
Nn1c(COc2ccccc2F)nnc1SCC(=O)NC1CCS(=O)(=O)C1 (stereo not given) | -14 | -4 | 1 | -2 | 3 | -3 | 1.7 | -1 | 4
Cc1ccccc1S(=O)(=O)Cc1ccc(C(=O)NCCN(Cc2ccccc2)C(C)C)o1 | -28 | -11 | 2 | 33 | -5 | 14 | 0.6 | -5 | -15
CCCCNC(=S)NNC(=O)c1csc(C)c1CC | -12 | -12 | 2 | -11 | -1 | -14 | 0.9 | -3 | 10
Cc1occc1C(=O)N1CCCC(N2CCN(c3cccc(Cl)c3)CC2)C1 (stereo not given) | -18 | 2 | 1 | 24 | -9 | 4 | 0.0 | -6 | -9
NNC(=O)c1oc2nc(-c3ccccc3)cc(-c3ccco3)c2c1N | -10 | -5 | 1 | -11 | -5 | 2 | 0.7 | -5 | 2
COc1ccc(NC(=S)NC(NC(=O)c2cccc3ccccc23)C(Cl)(Cl)Cl)c([N+](=O)[O-])c1 (stereo not given) | -20 | -18 | 9 | 12 | -10 | 3 | 2.1 | -3 | -6
c1ccc(N2CCCCC2)c(Nc2nc3ccccc3n3cnnc23)c1 | -11 | -9 | 0 | -2 | -1 | 8 | 1.1 | -3 | 0
O=C(Cn1c(SCC(=O)N2CCc3ccccc32)nc2ccccc21)NC1CCCC1 | -11 | -8 | 1 | -4 | -5 | 1 | 0.1 | -4 | 8
Cc1cccn2cc(CCNC(=O)c3ccc(Br)o3)nc12 | -16 | -7 | 4 | -14 | -4 | -9 | 1.5 | -7 | 6

Single records, as listed above.
Entry for COc1ccc(NC(=S)NC(NC(=O)c2cccc3ccccc23)C(Cl)(Cl)Cl)c([N+](=O)[O-])c1 (stereo not given) → CHO parental Ca: -20; CHO-K1 Ca antag: -18; CHRM4 agonist: 9; M1 antag: 12; OXTR potentiate: -10; M4 antag: 3; M1 ag parental: 2.1; M1 ag: -3; M1 PAM: -6
Entry for O=C(Cn1c(SCC(=O)N2CCc3ccccc32)nc2ccccc21)NC1CCCC1 → CHO parental Ca: -11; CHO-K1 Ca antag: -8; CHRM4 agonist: 1; M1 antag: -4; OXTR potentiate: -5; M4 antag: 1; M1 ag parental: 0.1; M1 ag: -4; M1 PAM: 8

Next section.
SMILES | CHO parental Ca | CHO-K1 Ca antag | CHRM4 agonist | M1 antag | OXTR potentiate | M4 antag | M1 ag parental | M1 ag | M1 PAM
Cc1ccsc1C(=O)C1CCCN(Cc2cccn2-c2ccc(Cl)cn2)C1 (stereo not given) | -9 | -8 | 6 | 3 | -7 | -10 | 6.3 | -3 | -7
O=C(c1ccccc1)c1c[nH]c(C(=O)NCCCn2ccnc2)c1 | -10 | 3 | 0 | -3 | -4 | -5 | 0.1 | -8 | 1
O=C(Nc1nc(-c2ccccn2)cs1)C1CCCC1 | 2 | -13 | 3 | 5 | -3 | 8 | 0.9 | -7 | -5
CCCOc1ccc(/C(O)=C2/C(=O)C(=O)N(CCN(C)C)C2c2ccncc2)cc1 (stereo not given) | -8 | -12 | 0 | -21 | -9 | -7 | 0.3 | -2 | 0
CCOc1ccc(/C=N/NC(=O)c2cc3c(OC)cc(OC)c(OC)c3[nH]2)cc1 | -33 | 8 | 4 | 7 | -8 | -2 | 1.0 | 1 | 0
O=C(NCCc1ccccc1)c1ccccc1[N+](=O)[O-] | -8 | -9 | 0 | -33 | 2 | -12 | 1.0 | -6 | 16
O=C(NNC(=O)c1ncc(Cl)c(Cl)c1Cl)c1ccc(F)cc1 | -7 | -10 | 4 | -17 | -3 | 0 | 1.7 | -1 | 12
COc1ccc(C2=NO[C@H]3C[C@](C(=O)NC(C)C)(S(=O)(=O)c4ccccc4)C[C@@H]23)cc1 | -13 | -11 | 0 | 10 | 3 | 5 | 0.2 | -5 | -6
COc1ccccc1Nc1nnc(SCc2cc(=O)n3ccsc3n2)s1 | -24 | -12 | 7 | 7 | -16 | -3 | 3.5 | -6 | -3
O=C(CSCc1ccccc1Cl)NN1C(=O)c2ccccc2C1=O | -4 | -7 | 3 | 7 | -6 | 2 | 2.1 | -4 | -2
Cc1[nH]c2ccccc2c1C(=O)COC(=O)Cn1c(C)nc2ccccc21 | -13 | -1 | 9 | 4 | -8 | 2 | 2.2 | 1 | 9
Cc1c(N2C(=O)/C(=C3/C(=O)N(C)c4ccccc43)SC2=S)c(=O)n(-c2ccccc2)n1C | -14 | -8 | 0 | 1 | -3 | -15 | 0.1 | -7 | 7
COc1cccc2cc(C(=O)C3=C(O)C(=O)N(CCN4CCOCC4)C3c3ccc(C(C)(C)C)cc3)oc12 (stereo not given) | -27 | -20 | 2 | -7 | -6 | -3 | 0.5 | -2 | 13
Cc1c(Br)ccc(NC(=O)c2ccccc2[N+](=O)[O-])c1C | -18 | 23 | 1 | -7 | -12 | -3 | -0.3 | -8 | -1
O=C1CN(C(=O)c2ccc(Cl)nc2)c2ccccc2N1 | -6 | -20 | 1 | -9 | 0 | -6 | 0.3 | 1 | 10
CC(C)N1CCN(Cc2cnc(N3CCCC3)s2)CC1CCO (stereo not given) | nt | -9 | 2 | -7 | nt | -12 | -0.7 | -4 | 7
CC(C)CC(=O)NC(NCC1CCCO1)C(Cl)(Cl)Cl (stereo not given) | -18 | 12 | 0 | -11 | -12 | 7 | 0.1 | -3 | 9
CCCCOc1ccc(/C=c2\sc3ncnn3c2=O)cc1 | -3 | 1 | 0 | 8 | -9 | 5 | 0.2 | -4 | 0
C=CCn1cnc2c(c1=O)c1nc3ccccc3nc1n2/N=C/c1cccc(OC)c1 | nt | 3 | 2 | -1 | nt | -1 | 1.5 | -4 | 0
Nc1ncnc(Nc2cccc(F)c2)n1 | -2 | -4 | 1 | -4 | -1 | -1 | 0.0 | -1 | -1
O=C(O)c1cc([N+](=O)[O-])ccc1N1CCCCC1 | -9 | -12 | -1 | 12 | -13 | 1 | -0.1 | 0 | -6
COc1ccc(C2=CC(=O)CC(c3ccc(F)cc3)C2)cc1 (stereo not given) | -10 | -12 | 2 | 3 | -1 | 1 | 0.0 | -8 | 2
CC(=O)c1cccc(CN2CCCC(C(=O)Nc3ccc(-c4ccco4)cc3)C2)c1 (stereo not given) | 3 | -2 | 2 | 13 | -6 | 4 | 0.1 | -6 | -9
CCOc1ccc2c(c1)C(C)=CC(C)(C)N2S(=O)(=O)c1ccc(NC(C)=O)cc1 | -1 | -7 | 9 | -8 | -7 | -9 | 4.2 | -4 | 5
CC(NC(=O)/C(C#N)=C/c1ccc(OCC(=O)O)cc1)c1ccccc1 (stereo not given) | -8 | -14 | 0 | -13 | -2 | 5 | 1.2 | -1 | 9
C=CCc1cccc(CNc2nc3ccccc3n2CCN2CCOCC2)c1O | -10 | -7 | 7 | 8 | -9 | 1 | 4.3 | -4 | -4
COC(=O)CN1C(CN2CCOCC2)=Nc2ccc(Br)cc2C1c1ccccc1 (stereo not given) | -15 | 10 | 9 | -6 | -1 | -4 | 1.7 | -4 | 4
CSc1ccccc1CNC(=O)C1(C)CCCN1CC(C)C (stereo not given) | nt | -7 | -1 | -8 | nt | -1 | 0.8 | -8 | 4
O=C(NCCc1ccc(Cl)cc1Cl)c1cncc(Br)c1 | -13 | -5 | 8 | -4 | -17 | -5 | 7.4 | 0 | 1
O=C(CNC(=O)c1sc2ccccc2c1Cl)Nc1ccccc1F | 25 | 2 | 0 | -3 | -4 | 3 | 0.8 | -2 | 6
C=CCn1c(-c2ccc(OC)c(OC)c2)cs/c1=N\c1ccccn1 | -27 | 1 | 7 | -30 | -1 | -8 | 5.3 | -8 | 7
CCNS(=O)(=O)c1ccc(C(=O)Nc2ccccc2)cc1 | -9 | -10 | 2 | 6 | -9 | 11 | 0.7 | -2 | -4
COc1ccccc1CC(=O)NCc1ccc2c(c1)OCO2 | -10 | -8 | 0 | -8 | -16 | 9 | -0.2 | -2 | 5
COc1ccc(/C=C2\CCc3ccccc3C2=O)cc1Cn1cccn1 | -17 | 21 | 9 | 10 | -17 | -2 | 2.2 | -1 | -7
